OX1R antag = antagonists of human orexin 1 receptor (OX1R). Orexin/Hypocretin receptor type 1 (Homo sapiens), O43613. OX1R-expressing cells, FRET antagonist read-out. inhibition, % at 6.6 µM. actives 1.8% (n = 330,000); in the data active = inhibition mostly above about 38%, no sharp cut-off; inactive = mostly below about 40%;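 also: 0% = agonist challenge alone and 100% = reference antagonist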
KCNQ2 block = KCNQ2 potassium channel inhibitors, primary screen, cell-based, CHO-K1, FluxOR thallium flux, B-score (AID 2156). Potassium voltage-gated channel subfamily KQT member 2 (Rattus norvegicus), O88943. 20 min; active compounds read low. B-score at 10 µM. actives 1.1% (n = 310,000);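 active = fluorescence ratio B-score at most minus 3 library SDs, with starting brightness B-score within 2 library SDs, cut at about -5.5 in these data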
Target sequence (O88943 whole entry, looked up): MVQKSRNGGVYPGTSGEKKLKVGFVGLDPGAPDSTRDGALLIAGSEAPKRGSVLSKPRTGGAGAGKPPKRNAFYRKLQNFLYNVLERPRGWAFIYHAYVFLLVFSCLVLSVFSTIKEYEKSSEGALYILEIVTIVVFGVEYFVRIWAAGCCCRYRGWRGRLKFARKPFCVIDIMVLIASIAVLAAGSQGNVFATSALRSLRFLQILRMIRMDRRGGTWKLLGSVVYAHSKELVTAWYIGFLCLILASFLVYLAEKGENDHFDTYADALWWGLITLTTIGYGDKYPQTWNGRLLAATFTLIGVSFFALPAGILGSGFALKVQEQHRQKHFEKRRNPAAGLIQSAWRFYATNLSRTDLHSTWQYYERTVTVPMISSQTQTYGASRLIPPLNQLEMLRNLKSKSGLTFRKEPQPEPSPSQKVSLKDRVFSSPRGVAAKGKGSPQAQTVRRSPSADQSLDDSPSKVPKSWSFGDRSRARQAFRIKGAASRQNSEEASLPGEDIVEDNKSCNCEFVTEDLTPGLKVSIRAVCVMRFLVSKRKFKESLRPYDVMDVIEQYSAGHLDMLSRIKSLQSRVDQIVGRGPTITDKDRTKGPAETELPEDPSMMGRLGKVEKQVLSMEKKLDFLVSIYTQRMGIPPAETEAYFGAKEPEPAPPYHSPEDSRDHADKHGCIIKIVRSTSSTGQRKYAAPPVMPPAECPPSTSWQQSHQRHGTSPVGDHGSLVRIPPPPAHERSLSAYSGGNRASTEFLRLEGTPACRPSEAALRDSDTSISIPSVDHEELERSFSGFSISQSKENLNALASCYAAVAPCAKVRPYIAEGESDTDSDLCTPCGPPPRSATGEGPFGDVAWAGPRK
STK33 inh = inhibitors of purified STK33 kinase, primary screen, biochemical, ADP-Glo luminescence, homogeneous, cell-free; MBP phosphorylation; inhibition, % at 10 µM; actives 0.073% (n = 320,000); AID 2661, 2010; Serine/threonine-protein kinase 33 (Homo sapiens), Q9BYT3;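 active = inhibition at or above 25%, using the most active replicate where run in duplicate; inactive = inhibition below 25%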
* = called active by the depositor; i = inactive; / = no result given.

SMILES	OX1R antag	KCNQ2 block	STK33 inh
Cc1c(Cl)cccc1-n1cnc(=O)c2ccccc21	8.0	i	-1.9
O=C(CNS(=O)(=O)c1ccccc1)OCC(=O)c1ccc([N+](=O)[O-])cc1	70.2	i	-0.4
O=C(CSc1ncn[nH]1)NCCc1ccccc1	8.5	i	0.0
COc1ccc(NC(=O)C2CCN(c3ncnc4c3nc3n4CCCCC3)CC2)cc1Cl	31.7	i	0.2
CC(=O)N1CCN(CC(=O)Nc2ccc3c(c2)CCC3)CC1	22.1	i	-0.8
CCCNC(=O)c1onc(CSc2ccc(Cl)cc2)c1C(=O)NC(C)C	13.7	i	-0.1
COc1ccc(S(=O)(=O)NCC(c2cccs2)N2CCc3ccccc3C2)cc1 (stereo not drawn)	12.1	i	-0.6
CCn1c(CSc2nc(C)cc(C)n2)nnc1SCC(=O)N1CCCc2ccccc21	10.1	i	-1.2
Cn1c(=O)c2c(nc(-c3ccccc3)n2C)n(Cc2ccccc2)c1=O	-2.1	i	-1.0
CC(C)(C)c1ccc(-c2noc(CCC(=O)Nc3cccnc3)n2)cc1	10.7	i	-1.4
Cc1nnc(SCC(=O)Nc2cc(C(C)(C)C)nn2-c2ccccc2)s1	27.8	i	-0.6
Cc1cc2ccccc2n1CCC(=O)O	28.4	i	1.3
Nc1nnnn1CC(=O)N/N=C/C=C/c1ccccc1	14.3	i	-1.2
CCn1c(SCC(=O)c2ccc(OC)cc2)nnc1C1CC1	17.7	i	-1.0
COc1ccc(S(=O)(=O)N(C)C[C@H]2Oc3ccc(NS(=O)(=O)c4cccs4)cc3CC(=O)N([C@H](C)CO)C[C@H]2C)cc1	8.6	/	-0.4
CCOC(=O)c1sc(C)c2c(=O)n(CCCN3CCOCC3)cnc12	51.5	i	-2.1
CN(CCOc1ccc(Cl)cc1)C(=O)C1CCN(C(=O)c2ccc(Cl)cc2)CC1	9.9	i	-1.9
NC(=O)CSc1nnc(SCc2ccc(F)cc2)s1	3.9	i	-0.6
O=S(=O)(NCC1CCCO1)c1ccc(S(=O)(=O)N(Cc2ccccc2F)C2CCCCC2)cc1 (stereo not drawn)	9.0	i	-0.6
CCN(CC(=O)NCc1ccc(Cl)cc1)C(=O)CN1C(=O)NC(C)(c2ccccc2)C1=O (stereo not drawn)	12.1	i	-0.5
CCN(CC)S(=O)(=O)c1ccc2c(c1)nc(CCC(=O)O)n2C	11.7	i	0.9
Cc1cc(NC(=O)COC(=O)c2oc3c(ccc4ccccc43)c2C)no1	9.9	i	-1.3
CCn1cc(C(=O)N2CC=C(c3ccccc3)CC2)c(=O)c2ccc(C)nc21	9.6	i	-0.4
COc1ccc(NC(=O)C2=CC=CN3CCS(=O)(=O)N=C23)c(OC)c1	2.5	/	1.5
CC1(c2ccccc2)NC(=O)N(NC(=O)COC(=O)c2cc(Br)ccc2O)C1=O (stereo not drawn)	13.6	i	-1.3
COc1ccccc1/C(C)=N/NC(=O)c1nnn(-c2nonc2N)c1C(C)C	5.1	i	-2.9
Cc1ccccc1N1CCN(CCCCN2C(=O)C3CCCN3C2=O)CC1 (stereo not drawn)	3.6	i	/
O=C1CCCC(=O)C1Sc1ccc(Cl)cc1	14.6	i	-0.5
CN1CCCN(C(=O)c2c(F)cccc2Cl)CC1	12.3	i	-1.3
O=[N+]([O-])c1ccccc1CSc1nc2ccccc2o1	25.2	i	1.4
CN(CC(=O)Nc1ccc(Cl)c(C(F)(F)F)c1)C(=O)c1ccc2c(c1)OCCO2	14.2	i	-0.4
O=C(COc1nncc2ccccc12)Nc1c(F)c(F)c(F)c(F)c1F	4.6	i	0.3
Cc1ccc(C(=O)N/C(=C\c2ccco2)C(=O)NCCCn2ccnc2)cc1	9.3	i	-0.5
O=C(Nc1ccccc1-c1ccccc1)C(c1ccccc1)c1ccccc1	38.1	i	-1.3
COc1cc(/C=N/NC(=O)c2ccc(CN(C)S(=O)(=O)c3ccc(C)cc3)cc2)ccc1O	32.6	i	0.9
c1ccc(-c2cc(CSc3nc4ccccc4[nH]3)on2)cc1	88.9*	i	0.0
Cc1ccc(S(=O)(=O)N(CCCO)Cc2cc3c(C)ccc(C)c3[nH]c2=O)cc1	15.2	i	0.2
Cc1ccc(NC(=O)CSc2nc3ccccc3c(=O)n2CCCC(=O)NCC2CCCO2)cc1 (stereo not drawn)	16.1	i	0.9
COc1cccc(-c2nn(C)c3sc(C(=O)N4CCOCC4)cc23)c1	23.5	i	-0.5
O=C(CS(=O)(=O)c1ccccc1)Nc1nc2ccccc2s1	20.0	i	0.5
CCOc1ccc(N2C(=O)CN=C2Nc2ccccc2F)cc1	16.9	i	-1.1
O=C(Nc1cccc(C(F)(F)F)c1)c1cc(Br)cc2c1OCC2	6.7	i	-2.0
CC(=O)c1ccc(S(=O)(=O)N2CCNCC2)cc1	5.8	i	-1.1
O=C(CCC(=O)OCc1ccc([N+](=O)[O-])cc1Cl)Nc1ccccc1	38.7	i	-0.5
CCN1CCN(S(=O)(=O)c2ccc(-c3cc(C)no3)s2)CC1	7.6	i	-0.7
COc1cccc(/C=C/C(=O)OCC(=O)NCCCc2ccccc2)c1OC	3.2	/	-2.2
Cc1ccc(Oc2nnc(-c3cccs3)c3ccccc23)cc1C	5.9	i	-0.3
CC(C)(C)OC(=O)C[C@H]1C/C=C\C[C@H](CC(=O)N(CCO)Cc2ccccc2)C(=O)N[C@@H](Cc2ccccc2)COC1=O	3.5	/	-0.2
CCN1/C(=C/C=C/C=C/C=C/c2sc3ccccc3[n+]2CC)Sc2ccccc21	0.2	i	0.5
COc1cc(C(=O)NCc2ccc(S(N)(=O)=O)cc2)ccc1OCC(=O)N1CCOCC1	-2.6	/	2.5
COc1ccc(NC(=S)NCCN2CCC(C)CC2)cc1	3.6	i	-0.3
CCOC(=O)C1CCCN(C(=S)NC(=O)/C=C/c2ccc(F)cc2)C1 (stereo not drawn)	10.9	i	-0.1
C#CCOCCOCCOCCNc1nc(N2CCN(C(=O)CCCCCCCCCCNC(=O)[C@H](CCC(=O)O)n3cc(CCCCCN)nn3)CC2)nc(N2CCN(C(=O)CCCCCCCCCCNC(=O)[C@@H]([C@H](C)O)n3cc(C)nn3)CC2)n1	-9.0	/	0.9
O=C(COc1ccccc1F)NNC(=O)Cc1ccc(S(=O)(=O)N2CCOCC2)s1	13.4	i	-1.3
CCC(=O)c1ccc(OCC(=O)OCC(=O)Nc2ccc(C)c(S(=O)(=O)N3CCCCC3)c2)cc1	5.0	/	0.4
CCN(CC)CCN(C(=O)c1ccc(S(=O)(=O)N2CCOCC2)cc1)c1nc2cc3c(cc2s1)OCCO3	20.7	i	0.9
CCOc1ccc(OCc2ccc(C(=O)N3N=C(C(F)F)CC3(O)C(F)F)o2)cc1 (stereo not drawn)	5.1	i	-2.3
CC1(C)Cc2c(cnn2-c2cccc(F)c2)C(NC(=O)c2cc[n+]([O-])cc2)C1 (stereo not drawn)	17.7	i	-1.5
COc1ccc(Cn2c(C(F)(F)F)ccc(C(N)=O)c2=O)cc1	5.2	i	-0.3
COc1cc2nc(C3CCC3)n(NC(=O)C(OC(C)=O)c3ccccc3)c(=O)c2cc1OC (stereo not drawn)	0.7	i	-0.9

Another view of 3 compounds above:
CCC(=O)c1ccc(OCC(=O)OCC(=O)Nc2ccc(C)c(S(=O)(=O)N3CCCCC3)c2)cc1
  OX1R antag: 5.0 | KCNQ2 block: / | STK33 inh: 0.4

CCN(CC)CCN(C(=O)c1ccc(S(=O)(=O)N2CCOCC2)cc1)c1nc2cc3c(cc2s1)OCCO3
  OX1R antag: 20.7 | KCNQ2 block: i | STK33 inh: 0.9

C#CCOCCOCCOCCNc1nc(N2CCN(C(=O)CCCCCCCCCCNC(=O)[C@H](CCC(=O)O)n3cc(CCCCCN)nn3)CC2)nc(N2CCN(C(=O)CCCCCCCCCCNC(=O)[C@@H]([C@H](C)O)n3cc(C)nn3)CC2)n1
  OX1R antag: -9.0 | KCNQ2 block: / | STK33 inh: 0.9

(more compounds)
SMILES	OX1R antag	KCNQ2 block	STK33 inh
CCN(CC)C(=O)COc1ccc(-c2nnc(Nc3ccc(OC)c(C(=O)NC)c3)c3ccccc23)cc1	8.0	i	-0.4
Cc1ccc(C(=O)CSc2ccc(-c3ccccc3)nn2)cc1	35.9	i	-1.7
Oc1ccc(/C=N/N2CCCCC2)cc1O	-6.8	i	0.6
O=C(c1cc(-c2ccncc2)nc2ccccc12)N1CCN(Cc2ccccc2)CC1	19.0	/	0.3
Cc1cc(C)cc(Oc2nc(-c3ccccc3)cc(C)c2S(C)(=O)=O)c1	9.4	i	-0.5
CN1CCC(=O)N([C@H](CO)c2ccccc2)CC1	18.9	i	-0.2
CCc1c(C)sc(NC(=S)Nc2cccnc2)c1C(=O)OC	8.8	i	1.2
Cn1nnc(C(O)CNCc2cccs2)n1 (stereo not drawn)	5.6	i	0.8
Cc1cccc(NC(=O)CNC(=O)c2ccccc2Cl)n1	8.7	i	-0.3
CC(=O)NC(=S)Nc1ccc(S(=O)(=O)Nc2nc(C)cc(C)n2)cc1	10.4	i	-0.8
Cc1cc(NS(=O)(=O)N(C)C)ccc1C(C)C	8.8	i	-0.7
NC(=O)[C@@H]1CCNc2c(I)cc([N+](=O)[O-])cc2C(=O)N[C@@H](CCC(=O)O)C(=O)N[C@@H](CO)C(=O)N1	41.7	/	-1.5
Cc1ccc(C(=O)O/N=C2\CCCc3ccccc32)cc1	16.0	i	0.0
CCCS(=O)(=O)c1c(S(=O)(=O)CCC)c2c(N)cccn2c1C(=O)c1ccc(OC)cc1	-5.6	i	-1.5
COc1ccccc1-c1nn2c(=O)cc(C)nc2s1	12.6	i	-2.4
CCOC(=O)CNC(=O)Nc1nnc(-c2ccc(OCC)cc2)o1	18.0	i	-3.2
S=c1[nH]ncn1/N=C/c1cccs1	16.1	i	-1.4
Cc1ccc(NC(=O)CN(C)CC(=O)Nc2ccccc2C(=O)Nc2ccccc2)cc1	6.5	i	-0.4
CC1(C)CC(=O)c2cnc(NC(=O)c3ccco3)nc2C1	16.3	i	-0.5
COC(=O)C(C(=O)OC)c1ccccc1[N+](=O)[O-]	21.8	i	-3.9
O=C(C1CCCN(c2ncnc3c2nc2n3CCCCC2)C1)N1CCN(c2ccc(F)cc2)CC1 (stereo not drawn)	19.2	i	6.0
COc1cccc(C(=O)NC(=S)Nc2ccc(Cl)c(C(=O)O)c2)c1	19.3	i	-1.7
CCC(=O)Nc1ccc(-c2cc(-c3ccccc3)nc(-c3ccc(NC(=O)CC)cc3)n2)cc1	1.4	i	-3.0
CC(Oc1ccc(-c2ccccc2)cc1)C(=O)N/N=C/c1cccnc1 (stereo not drawn)	11.5	i	0.9
CCC(CNc1cc(OC)cc2cccnc12)NC1CCCCC1 (stereo not drawn)	57.6*	i	1.8
CCCCC(=O)Nc1cccc(-c2nc3ncccc3o2)c1	11.6	i	-1.5
COc1ccc(-c2cc(C(=O)N(C)Cc3ccccc3F)c3ccccc3n2)cc1OC	38.4	i	0.7
Clc1ccc(Br)cc1-c1nc(-c2ccncc2)no1	14.6	i	-1.6
O=C1c2cccc3cccc(c23)C(=O)N1CCCN1CCN(c2ccc(F)cc2)CC1	14.4	i	-2.6
O=C(COC(=O)/C=C/c1cccc(Br)c1)NCCc1ccccc1	7.9	i	-2.0
O=C(CSc1nnc(-c2ccccc2Cl)o1)N1CCOCC1	7.2	i	-0.2
O=C(/C=C/c1ccccc1)NNc1ccc(Cl)cc1	18.6	i	-0.9
O=C(Nc1ccc(F)cc1)c1ccc(S(=O)(=O)N2CCOCC2)o1	-2.9	i	-1.4
CCn1c(SCC(=O)NC2CCCC2)nc2c1c(=O)n(C)c(=O)n2C	18.8	i	-1.8
CCCCC(=O)Nc1cccc(C(=O)Nc2ccccc2C(=O)O)c1	9.3	i	2.3
COc1ccc(OC(=O)c2ccc(Cl)cc2)c(C(C)=O)c1	14.0	i	9.3
COc1ccc(CN2CCNC(=O)C2CC(=O)NC2CCCC2)c(OC)c1 (stereo not drawn)	25.3	i	-2.5
COc1ccc(Br)cc1CN(C)C(=O)CNC(=O)c1ccc2ccccc2c1	34.5	i	0.4
COC(CN(C)C(=O)C1CCC(CNS(=O)(=O)c2ccc(C)cc2)CC1)OC (stereo not drawn)	1.3	i	-0.6
CN(Cc1ccccc1)CC(O)COc1ccc(CNCc2cccnc2)cc1 (stereo not drawn)	8.4	i	-2.4
COc1ccc(C)cc1NCc1ccc(OC)c(C)c1OC	7.6	i	-1.5
CC(C)CN(C(=O)CCNC(=O)c1ccccc1Cl)C1CCS(=O)(=O)C1 (stereo not drawn)	6.2	/	-0.9
Cn1nc(C(=O)NC2=NCCS2)ccc1=O	10.7	i	0.6
CC1(C)Cc2c(sc3c2C(=O)N(c2ccccc2)C2=NCCN23)CS1	17.8	i	-0.6
COc1ccc(CNC(=O)/C=C/c2ccco2)cc1OC	19.1	i	-0.8
COC(=O)CN1C(=O)[C@H]2[C@@H](c3ccc(C)o3)N3C(=O)CN(Cc4ccccc4)C(=O)[C@@]3(Cc3ccccc3)[C@H]2C1=O	8.8	i	-0.4
COc1ccc(CC(=O)Nc2ccc3c(c2)CCC3)cc1S(=O)(=O)N1CCOCC1	15.7	i	-2.8
Cc1ccc(C)c(C(=O)COC(=O)c2cc([N+](=O)[O-])ccc2N2CCOCC2)c1	18.6	i	/
CCCCN1C(N)=NC[C@@H]1c1ccccc1	23.3	i	0.2
CC(Sc1nnc(-c2cccnc2)o1)C(=O)NC1CCCCC1 (stereo not drawn)	2.6	/	-0.9

4 entries from above, with the structure last:
OX1R antag | KCNQ2 block | STK33 inh | SMILES
16.1 | i | 0.9 | Cc1ccc(NC(=O)CSc2nc3ccccc3c(=O)n2CCCC(=O)NCC2CCCO2)cc1 (stereo not drawn)
23.5 | i | -0.5 | COc1cccc(-c2nn(C)c3sc(C(=O)N4CCOCC4)cc23)c1
20.0 | i | 0.5 | O=C(CS(=O)(=O)c1ccccc1)Nc1nc2ccccc2s1
16.9 | i | -1.1 | CCOc1ccc(N2C(=O)CN=C2Nc2ccccc2F)cc1
